Screens deposited in PubChem by National Center for Advancing Translational Sciences (NCATS).
AmpC detergent: qHTS Inhibitors of AmpC Beta-Lactamase (assay with detergent); actives 0.041% (n = 370,000); AmpC hydrolysis of nitrocefin, absorbance 480 nm, 0.01% Triton; Potency, µM (series often up to 114 µM), for inactives: at the top dose activity change, negative = inhibition, hits mostly inhibitors; AID 485294, 2010;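 also: potency is read from the fitted curve at half-maximal effect; 0% = no-compound wells and -100% = no-enzyme wells; nearly all actives have a fitted effect of over 25% in size; some results filed as inactive show a strong effect at the top dose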
Target sequence (P00811 whole entry, looked up): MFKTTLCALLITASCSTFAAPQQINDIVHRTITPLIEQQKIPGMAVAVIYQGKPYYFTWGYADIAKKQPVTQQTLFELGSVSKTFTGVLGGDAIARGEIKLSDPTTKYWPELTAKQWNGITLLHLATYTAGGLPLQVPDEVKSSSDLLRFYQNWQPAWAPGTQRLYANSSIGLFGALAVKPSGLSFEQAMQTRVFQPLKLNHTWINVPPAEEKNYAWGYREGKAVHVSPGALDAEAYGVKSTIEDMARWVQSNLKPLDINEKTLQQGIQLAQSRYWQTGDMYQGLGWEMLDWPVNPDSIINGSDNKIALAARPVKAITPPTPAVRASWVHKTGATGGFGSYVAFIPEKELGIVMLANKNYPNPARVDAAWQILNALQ
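20 mM phosphate pH 7.0 + 0.01% (detergent screen) or 0.0001% Triton X-100; 5.3 nM AmpC reagent; cpd preinc 15 min RT; nitrocefin (800 uM stock) to start; A480 q20 s × 4 min; Activity was normalised to no-enzyme and no-compound control wells.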
AmpC no deterg: qHTS Inhibitors of AmpC Beta-Lactamase (assay without detergent); P00811; AmpC nitrocefin hydrolysis, absorbance 480 nm, 0.0001% Triton; Potency, µM (series often up to 57.1 µM), without a hit: top-dose activity change, negative = inhibition, hits mostly inhibitors; actives 0.52% (n = 330,000); AID 485341, 2010;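 also: potency is read from the fitted curve at half-maximal effect; plate controls were no compound for no effect and no enzyme for full effect; nearly all actives have a fitted effect of over 20% in size; some results filed as inactive show a strong effect at the top dose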
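AmpC (5.3 nM in the dispensed reagent) in 20 mM phosphate pH 7.0 with 0.01% (detergent screen) or 0.0001% Triton X-100 was preincubated with compounds for 15 min at room temperature. Nitrocefin was then added from an 800 uM solution, and hydrolysis was followed at 480 nm.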
HCMV antiviral: qHTS Assay for inhibitors of the human cytomegalovirus (HCMV); activity change, negative = inhibition, % at 57.5 µM; HFF cells, HCMV-luciferase reporter, 72 h; hits give low values; AID 1259415, 2018; actives 4.5% (n = 410,000); in the data active = activity change below about -60%; inconclusive = no clear call, values can overlap the other calls; inactive = above about -39%; also: % is scaled to controls: 0 for no effect and ±100 for the full control effect
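Two-dose cell screen: HFF monolayers treated with compounds and infected with luciferase-expressing HCMV at 1 PFU/cell, 72 h at 37C, then lysed for luciferase measurement.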
Cycloheximide cs: Cycloheximide Counterscreen for Small Molecule Inhibitors of Shiga Toxin | actives 12% (n = 300,000) | max response, % | cell reporter, cycloheximide protein synthesis inhibition counterscreen; in the data active = max response mostly above about 13%, no sharp cut-off; inactive = mostly below about 14%; also: read at 38.3 µM for the half of the compounds with a filed dose; 0% is about no effect
Giardia FBPA inh: qHTS Assay for Inhibitors of Fructose-1,6-bisphosphate Aldolase from Giardia Lamblia. A8B2U2. purified Giardia FBPA. Potency, µM (highest dose often 59.6 µM), without a hit: top-dose activity, negative = inhibition, most hits filed as inhibitors. actives 0.71% (n = 290,000). AID 2451, 2010; also: potency is read from the fitted curve at half-maximal effect; % is scaled to controls: 0 for no effect and ±100 for the full control effect; nearly all actives have a fitted effect of over 55% in size
Target sequence (A8B2U2 whole entry, looked up): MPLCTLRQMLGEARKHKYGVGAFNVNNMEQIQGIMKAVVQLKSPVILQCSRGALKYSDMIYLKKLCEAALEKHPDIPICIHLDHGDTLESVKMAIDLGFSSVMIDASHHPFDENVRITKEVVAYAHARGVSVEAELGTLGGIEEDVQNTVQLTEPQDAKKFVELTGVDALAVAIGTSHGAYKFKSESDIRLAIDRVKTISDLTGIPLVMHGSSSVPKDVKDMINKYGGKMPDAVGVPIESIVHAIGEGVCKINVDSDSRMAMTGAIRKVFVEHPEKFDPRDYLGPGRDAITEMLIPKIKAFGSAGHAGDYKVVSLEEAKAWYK
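40 nM FBPA preincubated 10 min at RT with compound (up to 57.5 uM final), then substrate plus GAPDH/TPI/NAD/arsenate coupling and diaphorase/resazurin added. Fluorescence read after 20 min at RT, 525/598 nm.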
AMA1 RON2 block: qHTS for Inhibitors of AMA1-RON; Towards Development of Antimalarial Drug Lead: Primary Screen; AlphaScreen AMA1-biotinylated RON2 peptide binding; actives 0.2% (n = 360,000); Potency, µM (series often up to 58.2 µM), for inactives: top-dose activity change, negative = inhibition, usual class: inhibitors; AID 720542, 2013; Plasmodium falciparum AMA1 (3D7) - RON2 peptide interaction;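 also: potency is read from the fitted curve at half-maximal effect; 0% = vehicle wells and -100% = peptide control; nearly all actives have a fitted effect of over 45% in size; some results filed as inactive show a strong effect at the top dose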
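AMA1 (3D7) with his tag at 25 nM final met compounds first, then biotinylated RON2 peptide at 25 nM; detection used donor plus acceptor beads, 10 µg/mL apiece, read by AlphaScreen after 30 min at room temperature.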
Shiga toxin inh: A qHTS for Small Molecule Inhibitors of Shiga Toxin; inhibition, % at 38.7 µM; actives 9.2% (n = 290,000); Vero cells, Shiga toxin protein synthesis inhibition reporter; in the data active = inhibition mostly above about 28%, no sharp cut-off; inactive = mostly below about 43%; also: 0% is about no effect
Active calls of the source: *; ? = inconclusive; · = no result given; & = joins results of further samples; [ ] = dose if it differs, or a comment. Unless noted, calls follow the shape of the dose curve; as a rule, active = well fitted curve in the direction sought with a large enough effect; inconclusive = small, poorly fitted or top-dose-only effect, or another doubt; inactive = no such curve, though single readings can be large; an effect the other way counts as inactive or inconclusive. Rows were taken by chance. About 16% of those tested had a hit in this group.

SMILES	AmpC detergent	AmpC no deterg	HCMV antiviral	Cycloheximide cs	Giardia FBPA inh	AMA1 RON2 block	Shiga toxin inh
O=C(Nc1cccnc1)c1ccccc1-c1nc(-c2ccccc2F)no1	?	-22%	-13	6	-1%	-4%	2
COc1ccc(N(CCC(=O)NCCc2ccccc2)S(=O)(=O)c2ccc(C)cc2C)cc1	10%	-6%	0	·	·	57%[activator]	·
CCN(C(=O)COC(=O)c1cc(S(=O)(=O)N2CCOCC2)ccc1F)C1CCS(=O)(=O)C1 (stereo unspecified)	-21%	-15%	2	·	·	-6%	·
Cn1c(C2CCCN2C(=O)OC(C)(C)C)n[nH]c1=S (stereo unspecified)	-4%	-9%	7	-4	-30%	49%[activator]	2
CCOc1ccc(NC(=O)c2cccc3c2C(=O)N(CCOC)C3)cc1	?	-14%	15	-4	-7%	-5%	2
O=C(O)c1cnn2c(-c3ccc(F)cc3)ccnc12	0%	-6%	-37	-8	-17%	-10%	9
O=C(/C=C/c1ccco1)N(Cc1cccc(Cl)c1)C1CCS(=O)(=O)C1 (stereo unspecified)	?	15%	23	1	-1%	11%	40
CCOCCCNCc1ccc(Cl)cc1	?	-11%	3	4	-25%	-9%[2.32 µM]	-6
Cc1ccc(NC(=O)N2CCC(C(=O)Nc3ccc(C)cc3C)CC2)cc1	1%	-19%	19	0	0%	3%	-3
O=C(NCc1ccc2c(c1)OCO2)c1cnc2n(c1=O)CCS2	?	-9%	-2	-5	1%	-4%	-18
CN(C)CCCN(C(=O)c1ccc(S(=O)(=O)N2CCOCC2)cc1)c1nc2ccc(F)cc2s1	-8%	82%[activator]	10	11	·	4%	18
CCn1c(Cc2ccccc2)nnc1SCC(=O)NC(C)(C)C	-7%	2%	2	-2	-1%	-5%	1
CCCc1ccc(-c2ccc(-c3noc(-c4ccncc4)n3)cc2)nc1	-18%	-22%	-38	-1	10%	28%	-1
NC(=O)COC(=O)c1cc(=O)[nH]c2ccccc12	5%	-12%	-34	-3	-7%	26%	-6
Cc1cccc(/C(N)=N/OC(=O)CCCN2C(=O)c3ccccc3C2=O)c1	1%	9%	-3	-3	0%	32%[activator]	-6
CCCc1cc(=O)n2[nH]c(C)c(-c3ccc(OC)cc3)c2n1	-9%	-33%	32	-2	?	87%[activator]	5
CCOC(=O)C1CCN(c2cc(=O)n(-c3ccccc3Cl)c(=O)[nH]2)CC1	-4%	-15%	-13	-3	1%	11%	-3
CC(Sc1nc2ccccc2[nH]1)C(=O)NC1CCCCC1C (stereo unspecified)	8%	4%	·	-1	·	-8%	-11
CC(C)CN(C(=O)COC(=O)CNC(=O)c1ccc(Cl)cc1)C1CCS(=O)(=O)C1 (stereo unspecified)	-9%	100%[activator]	-1	13	14%	1%	2
COC(=O)Cn1ncc(N2CC(C)OC(C)C2)c(Cl)c1=O (stereo unspecified)	-7%	-20%	-20	2	9%	4%	-14
CC(=O)c1cc(C(=O)N2CCc3c([nH]c4ccccc34)C2CC(C)C)[nH]n1 (stereo unspecified)	-5%	0%	8	-1	-3%	8%	11
CC(C)NC(=O)CCN1C(=O)c2ccccc2Sc2ncccc21	3%&-3%	-1%	-11&8	-3	1%	-9%	-4
Cc1cccc(C(C(=O)NC2CCCCC2)N(C(=O)c2csnn2)C2CC2)c1 (stereo unspecified)	-2%	-5%	16	-3	18%	-16%	11
Cc1cc(NC(=O)CSc2nc(-c3cccnc3)ccc2C#N)no1	?	-23%	-14	-2	-4%	0%	18
Clc1ccc(-c2ccc(/C=N/Nc3cc(N4CCOCC4)nc(N4CCOCC4)n3)o2)cc1	2%	-13%	-34	-2	-23%	-8%	-2

11 entries from above, arranged by molar mass, descending:
SMILES	AmpC detergent	AmpC no deterg	HCMV antiviral	Cycloheximide cs	Giardia FBPA inh	AMA1 RON2 block	Shiga toxin inh
CCN(C(=O)COC(=O)c1cc(S(=O)(=O)N2CCOCC2)ccc1F)C1CCS(=O)(=O)C1 (stereo unspecified)	-21%	-15%	2	·	·	-6%	·
Clc1ccc(-c2ccc(/C=N/Nc3cc(N4CCOCC4)nc(N4CCOCC4)n3)o2)cc1	2%	-13%	-34	-2	-23%	-8%	-2
CC(C)CN(C(=O)COC(=O)CNC(=O)c1ccc(Cl)cc1)C1CCS(=O)(=O)C1 (stereo unspecified)	-9%	100%[activator]	-1	13	14%	1%	2
Cc1cccc(C(C(=O)NC2CCCCC2)N(C(=O)c2csnn2)C2CC2)c1 (stereo unspecified)	-2%	-5%	16	-3	18%	-16%	11
Cc1ccc(NC(=O)N2CCC(C(=O)Nc3ccc(C)cc3C)CC2)cc1	1%	-19%	19	0	0%	3%	-3
Cc1cc(NC(=O)CSc2nc(-c3cccnc3)ccc2C#N)no1	?	-23%	-14	-2	-4%	0%	18
CCCc1ccc(-c2ccc(-c3noc(-c4ccncc4)n3)cc2)nc1	-18%	-22%	-38	-1	10%	28%	-1
CC(C)NC(=O)CCN1C(=O)c2ccccc2Sc2ncccc21	3%&-3%	-1%	-11&8	-3	1%	-9%	-4
CCn1c(Cc2ccccc2)nnc1SCC(=O)NC(C)(C)C	-7%	2%	2	-2	-1%	-5%	1
COC(=O)Cn1ncc(N2CC(C)OC(C)C2)c(Cl)c1=O (stereo unspecified)	-7%	-20%	-20	2	9%	4%	-14
NC(=O)COC(=O)c1cc(=O)[nH]c2ccccc12	5%	-12%	-34	-3	-7%	26%	-6

Following part:
SMILES	AmpC detergent	AmpC no deterg	HCMV antiviral	Cycloheximide cs	Giardia FBPA inh	AMA1 RON2 block	Shiga toxin inh
COc1ccc(-c2nn(CCC#N)cc2C(=O)Nc2ccc(C(C)=O)cc2)cc1	16%	49%	5	18*	-10%	0%	26
Cc1ccc(/C=C/C(=O)Nc2cc(=O)n(C)c(=O)n2C)o1	4%	-16%	23	-2	?	1%	-3
COc1cc(C(=O)N/C(=C\c2cn(C)c3ccccc23)C(=O)NCCN2CCOCC2)cc(OC)c1OC	-5%	137%[activator]	28	-2	·	13%	-5
O=C(O)c1ccc(CSc2nnnn2C2CCCCC2)cc1	2%	-1%	38	-3	25%	14%	10
Cc1cc(C)nc(SCC(=O)NC2=NC(=O)C(C)S2)n1 (stereo unspecified)	?	-10%	46	-2	-13%	12%	-5
O=[N+]([O-])/C(C=Nc1ccccc1O)=C\Nc1ccccc1O	-3%	-38%	-39	20	5%	74%[activator]	42

In the list so far, these have a COOH group:
SMILES	AmpC detergent	AmpC no deterg	HCMV antiviral	Cycloheximide cs	Giardia FBPA inh	AMA1 RON2 block	Shiga toxin inh
O=C(O)c1cnn2c(-c3ccc(F)cc3)ccnc12	0%	-6%	-37	-8	-17%	-10%	9
O=C(O)c1ccc(CSc2nnnn2C2CCCCC2)cc1	2%	-1%	38	-3	25%	14%	10
